# PTHR1 ag – qHTS for PTHR1 Agonists: Primary Screen; HEK293 GP2 PTHR1 cells, GloSensor cAMP luminescence, 1 h; Potency, µM (titrated, usually from 115 µM), without a hit: at the highest dose activation, usual class: activators; 410,000 compounds, 0.075% hits; AID 743266, 2014; also: potency is read from the fitted curve at half-maximal effect; nearly all actives have a fitted effect of over 55% in size; some results filed as inactive show a strong effect at the top dose; inactives centre near -15; many of its hits are not listed in these tables
# Target sequence (Q03431 whole entry, looked up): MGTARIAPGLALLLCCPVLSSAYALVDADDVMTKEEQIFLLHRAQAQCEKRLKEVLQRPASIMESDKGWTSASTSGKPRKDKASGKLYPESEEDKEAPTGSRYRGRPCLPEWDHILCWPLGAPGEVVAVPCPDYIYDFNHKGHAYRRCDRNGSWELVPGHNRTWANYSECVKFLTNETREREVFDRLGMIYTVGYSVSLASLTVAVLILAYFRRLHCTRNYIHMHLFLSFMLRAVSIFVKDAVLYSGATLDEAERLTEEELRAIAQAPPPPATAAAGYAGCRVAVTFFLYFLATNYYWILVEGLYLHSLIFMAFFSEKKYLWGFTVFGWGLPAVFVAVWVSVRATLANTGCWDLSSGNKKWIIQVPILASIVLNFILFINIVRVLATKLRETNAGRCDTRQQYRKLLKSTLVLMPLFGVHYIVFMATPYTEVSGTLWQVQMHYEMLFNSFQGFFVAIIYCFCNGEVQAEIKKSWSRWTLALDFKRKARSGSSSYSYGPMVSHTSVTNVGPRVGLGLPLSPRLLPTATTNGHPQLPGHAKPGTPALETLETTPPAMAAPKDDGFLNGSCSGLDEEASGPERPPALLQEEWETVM
#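 HEK-293-derived GP2 cells expressing PTHR1 and a GloSensor cAMP reporter, 3,000/well, plated overnight, given luciferin plus IBMX (each 0.5 mM as added) for 1 h at 37 °C, then compound for 1 h at 37 °C. Luminescence was read after 15 min at room temperature.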
# TDP43 rescue – qHTS of TDP-43 Inhibitors | 410,000 compounds, 1.8% hits | TDP-43 expressing yeast growth rescue, BacTiter-Glo, 24 h | Potency, µM (titrated, usually from 46.1 µM), inactives show at the highest dose growth rescue (activation), actives largely listed as activators | AID 652104, 2013; also: potency is read from the fitted curve at half-maximal effect; % of control where 0% means no effect; nearly all actives have a fitted effect of over 50% in size
#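 Luminescence from BacTiter-Glo reports growth of TDP-43-expressing yeast after 24 hr at 30 deg C with compound. Cells were raffinose-pregrown to mid-log, then seeded in galactose medium at OD600=0.02.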
# Abeta rescue – qHTS for compounds that reverse cellular toxicity of Amyloid beta (A-beta) peptide in yeast: Primary Screen | yeast expressing A-beta42, growth rescue, OD600, 48 h; response scale: 0% DMSO, 100% iron-clioquinol control | Potency, µM (series often up to 46.1 µM), for the others: at the highest dose growth rescue, hits mostly activators | 410,000 compounds, 0.063% hits; also: potency is read from the fitted curve at half-maximal effect; nearly all actives have a fitted effect of over 55% in size
#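 Growth rescue measured by 600 nm absorbance after 48 h yeast culture at 30 C with compound. Values normalized between DMSO and an equimolar ferric chloride plus clioquinol control.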
# FUS yeast rescue – qHTS for Suppressors of FUS Proteinopathy: Primary screen using FUS-linked yeast assay | S. cerevisiae FUS-expressing, growth rescue, OD600, 24 h | Potency, µM (top dose mostly 76.6 µM), for the others: at the highest dose growth rescue (activation), actives largely listed as activators | 390,000 compounds, 0.24% hits;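 also: potency is read from the fitted curve at half-maximal effect; plate controls were DMSO vehicle for no effect and reference control for full effect; nearly all actives have a fitted effect of over 55% in size; some results filed as inactive show a strong effect at the top dose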
#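 Galactose (2%) drives FUS expression in yeast precultured in raffinose; seeding density OD 0.005. Test compounds incubated 24hr at 30C and 99% humidity before absorbance at 600 nm was measured.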
# GLP1R inv ag – qHTS of GLP-1 Receptor Inverse Agonists (Inhibition Mode). Potency, µM (top dose mostly 38.3 µM), for the others: at the top dose activity change, negative = inhibition, actives largely listed as inhibitors. Glucagon-like peptide 1 receptor (Homo sapiens), P43220. 410,000 compounds, 1.6% hits. HEK293 GLP-1R CRE-luciferase, luminescence, 24 h; GLP-1R form is constitutively active; also: potency is read from the fitted curve at half-maximal effect; % is scaled to controls: 0 for no effect and ±100 for the full control effect; nearly all actives have a fitted effect of over 55% in size
#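 HEK293 cells stably co-expressing a cAMP-responsive luciferase reporter and constitutively active GLP-1R were seeded, incubated 12 h, then exposed to compounds for 24 h at 37 C. Luminescence was read 12 min after detection reagent; inverse agonists lower signal.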
# GLP1R ag – qHTS of GLP-1 Receptor Agonists; Potency, µM (titrated, usually from 45.6 µM), for inactives: at the highest dose activation, usual class: activators; Glucagon-like peptide 1 receptor (Homo sapiens), P43220; HEK293 GLP-1R CRE-luciferase, luminescence, 4-6 h; cells express a hypersensitive GLP-1R form; 380,000 compounds, 0.007% hits; also: potency is read from the fitted curve at half-maximal effect; % of control where 0% means no effect
# DRD3 antagonist – qHTS of D3 Dopamine Receptor Antagonist: qHTS; D3R cells, DiscoveRx beta-arrestin luminescence, antagonist mode; stronger effect = lower value; max response, negative = inhibition, %; 360,000 compounds, 2.5% hits; in the data active = max response below about -50%; inconclusive = no clear call, values can overlap the other calls; also: % is scaled to controls: 0 for no effect and ±100 for the full control effect; mostly tested at two doses, the higher about 12 µM
# Target sequence (P35462 whole entry, looked up): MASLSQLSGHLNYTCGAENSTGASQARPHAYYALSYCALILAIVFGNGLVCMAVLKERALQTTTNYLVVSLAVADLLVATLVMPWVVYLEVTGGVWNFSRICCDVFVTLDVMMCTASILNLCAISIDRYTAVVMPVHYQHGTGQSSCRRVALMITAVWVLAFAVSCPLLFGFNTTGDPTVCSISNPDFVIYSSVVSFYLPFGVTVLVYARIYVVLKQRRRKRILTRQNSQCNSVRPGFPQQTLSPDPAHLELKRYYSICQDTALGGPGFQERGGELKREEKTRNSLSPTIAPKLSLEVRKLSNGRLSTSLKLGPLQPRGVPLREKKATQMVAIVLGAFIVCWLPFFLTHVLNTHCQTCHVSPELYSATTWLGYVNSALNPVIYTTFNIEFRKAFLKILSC
#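 Cells plated overnight at 1500 cells/well, then exposed to library compounds with dopamine controls for 90 minutes at 37 degrees C. DiscoveRx reagent added for 30–60 minutes at room temperature; luminescence read, quantitative HTS format.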
# aSyn rescue – qHTS of alpha-syn Inhibitors. Potency, µM (highest dose often 46.1 µM), for inactives: top-dose growth rescue (activation), most hits filed as activators. Yeast expressing alpha-synuclein, growth rescue, BacTiter-Glo, 24 h. AID 652106, 2013. 370,000 compounds, 0.14% hits; also: potency is read from the fitted curve at half-maximal effect; % of control where 0% means no effect; nearly all actives have a fitted effect of over 65% in size
#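 Screening used galactose-induced yeast with toxic alpha-synuclein levels, exposed to compound for 24 hr at 30 deg C. Cell growth, read with BacTiter-Glo luminescence, gave the measured signal.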
# pAkt inh – HTS Assay for Inhibitors of Akt Phophorylation: Primary Screen. Neuro2A IGF-stimulated pAkt S473 HTRF, 20 min; stronger effect = lower value. activity change, % for hits at 50 µM. 360,000 compounds, 0.32% hits; in the data active = activity change below about -80%; inconclusive = mostly about -51% to -80%; also: % is scaled to controls: 0 for no effect and ±100 for the full control effect
#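 Single-point screen (50 µM final compound) in Neuro2A cells stimulated 20 min with 6 nM IGF at 37 deg C. After lysis, Ser473-phosphorylated Akt read by HTRF (ex 330 nm, em 615/665 nm) as the 665/615 ratio.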
# The depositor's hits bear a star; i = inactive; u = inconclusive; x = not tested or not shown; [ ] = remark or other dose. Unless noted, calls follow the shape of the dose curve; as a rule, active = well fitted curve in the direction sought with a large enough effect; inconclusive = small, poorly fitted or top-dose-only effect, or another doubt; inactive = no such curve, though single readings can be large; an effect the other way counts as inactive or inconclusive. Not all compounds are listed, so the mix of outcomes need not match the whole.
1: CC(=O)N/C(=N\OCc1ccc(Br)cc1)c1nonc1NC(C)=O
2: Cc1ccc(C(=O)Nc2ccc(Br)cc2)cc1S(=O)(=O)N1CCOCC1
3: COc1ccc(-c2nc3ccccn3c2/N=C/c2ccc(OC)c(OC)c2)cc1O
4: NC(=S)Nc1ccc2cc[nH]c2c1
5: CCCC(=O)c1cc2c(cc1NC(=O)c1cccs1)OCCO2
Compound	1	2	3	4	5
PTHR1 ag	0%	-28%	i	i	-9%[57.5 µM]
TDP43 rescue	-3%	-2%	0%	-27%	-2%
Abeta rescue	25%	-8%	-5%	-20%	11%
FUS yeast rescue	13%	-27%	-3%	-6%	-6%
GLP1R inv ag	7%	u	7%	3%	4%
GLP1R ag	0%	1%	19%	0%	-2%
DRD3 antagonist	-8	x	-24	-12	8
aSyn rescue	-4%	-1%	0%	4%	0%
pAkt inh	i	x	i	i	i

6: Cc1c(NC(=O)C(C)Sc2ccccc2)c(=O)n(-c2ccccc2)n1C (stereo unspecified)
7: CCc1ccc(NC(=O)COC(=O)/C(=C/c2ccccc2OC)c2ccccc2)cc1
8: Cc1cccc(OCC(=O)N/N=C\c2cc3c(cc2[N+](=O)[O-])OCO3)c1C
9: COC(=O)[C@@]12CCCN1[C@H](c1ccc(-c3ccccc3)c(OC)c1)[C@H]1C(=O)N(C)C(=O)[C@H]12
10: CCOc1ccccc1C1CC(=O)Nc2cc(OC)c(OC)cc21 (stereo unspecified)
Compound	6	7	8	9	10
PTHR1 ag	-7%	-15%	17%[57.5 µM]	-37%[inhibitor]	-35%[inhibitor]
TDP43 rescue	0%	22%	6%	2%	-9%
Abeta rescue	20%	28%	-5%	-10%	-9%
FUS yeast rescue	-17%	24%	42%	u	2%
GLP1R inv ag	1%	u	0%	22%	-9%
GLP1R ag	7%	-2%	4%	-2%	1%
DRD3 antagonist	2	6	-16	-14	-2
aSyn rescue	3%	1%	-12%	-1%	-1%
pAkt inh	i	i	x	i	i

11: Cn1c(CC(=O)Nc2ccccc2Cl)nnc1SCC(=O)NC1CCCCC1
12: O=C(O)c1ccc2c3c(cccc13)C(=O)N(OS(=O)(=O)c1ccccc1)C2=O
13: O=C(CSc1nc2ccccc2[nH]1)Nc1cc(C(F)(F)F)ccc1N1CCOCC1
14: CN1C(=O)Cc2cc(S(=O)(=O)CCC(=O)N3CCN(c4ccc(Cl)cc4)CC3)ccc21
15: C/C(=C/c1oc2ccc(O)cc2c1[N+](=O)[O-])N(C)C
Compound	11	12	13	14	15
PTHR1 ag	i	-9%	-20%[57.5 µM]	i	i
TDP43 rescue	-3%	-19%	10%	21%	-17%
Abeta rescue	-13%	-4%	-5%	-4%	0%
FUS yeast rescue	-17%	9%	24%	24%	u
GLP1R inv ag	15%	32%	u	5%	44%[activator]
GLP1R ag	14%	0%	4%	x	9%
DRD3 antagonist	-4	-16	u	x	-13
aSyn rescue	-6%	-5%	0%	x	7%
pAkt inh	i	i	i	x	i

16: C#CCNC(=O)C[C@@H]1C[C@@]2(C(=O)OCC)CCCC=C2N(Cc2ccccc2)C1=O
17: Cc1cc(C)cc(NC(=O)C(Cc2ccccc2)NS(=O)(=O)c2ccc3c(c2)CCC(=O)N3)c1 (stereo unspecified)
18: COc1cc(-c2cc(N3C(=O)Nc4ccccc4N3O)n[nH]2)cc(OC)c1OC
19: COc1ccc(N(CC(=O)N2CCN(c3cccc(C)c3)C(C)C2)S(=O)(=O)c2c(C)n[nH]c2C)cc1 (stereo unspecified)
20: CCCC[n+]1ccn(-c2nc3ccccc3nc2[N-]S(=O)(=O)c2cccs2)c1
Compound	16	17	18	19	20
PTHR1 ag	-12%	-8%	-9%	-3%	i
TDP43 rescue	11%	-11%	10%	-8%[0.397 µM]	7%
Abeta rescue	4%	-10%	-1%	-4%	15%
FUS yeast rescue	3%	-13%	x	43%	-5%
GLP1R inv ag	24%	10%	5%	-9%	15%
GLP1R ag	x	0%	5%	17%	9%
DRD3 antagonist	0	x	-3	-8	5
aSyn rescue	-2%	x	0%	1%	5%
pAkt inh	i	x	i	i	i

21: OC1(c2cccnc2)CCN(Cc2nnnn2C2CCCCC2)CC1
22: COc1cccc(-c2nnc(SCC(=O)OC(C)C)n2Cc2ccco2)c1
23: CSc1nnc(N2C(=O)C(O)=C(C(=O)c3ccco3)C2c2ccccc2F)s1 (stereo unspecified)
24: O=C(Nc1ccc(N2CCOCC2)cc1)c1ccccc1SCC(=O)N1CCCC1
25: CCCn1c(C)cc(=O)c2cc(NC(=O)c3cnccn3)ccc21
Compound	21	22	23	24	25
PTHR1 ag	-2%[57.5 µM]	-16%	-2%	i	-2%[57.5 µM]
TDP43 rescue	3%	7%	-7%	0%	-8%
Abeta rescue	-4%	5%	13%	-4%	-8%
FUS yeast rescue	9%	0%	28%	2%	17%
GLP1R inv ag	8%	-2%	-1%	5%	0%
GLP1R ag	4%	5%	-1%	1%	-5%
DRD3 antagonist	u	-17	2	8	-12
aSyn rescue	5%	6%	8%	-9%	0%
pAkt inh	i	i	i	i	i

26: CC1(C(=O)NS(=O)(=O)c2ccc(F)cc2F)CCN1C(=O)CC1CC1 (stereo unspecified)
27: CCN(CC)CCCNC(=O)Cc1ccc(NC(=O)N2CCCCc3ccccc32)cc1
28: O=C(Nc1ccnn1C1CCN(CC2CC=CCC2)CC1)c1ccccc1 (stereo unspecified)
29: O=C(Nc1cccnc1)c1cc(-c2ccc(Cl)c(Cl)c2)on1
30: O=C(/C=C/Nc1ccc([N+](=O)[O-])cc1)c1ccc(Br)cc1
Compound	26	27	28	29	30
PTHR1 ag	-19%	-22%	24%	-17%	i
TDP43 rescue	15%	21%	-12%	6%	18%
Abeta rescue	-4%	1%	-15%	-16%	24%
FUS yeast rescue	-21%	11%	1%	13%	-26%
GLP1R inv ag	11%	12%	u	11%	23%
GLP1R ag	-7%	x	-5%	11%	-9%
DRD3 antagonist	-28	x	0	6	20
aSyn rescue	-3%	x	-9%	-6%	-6%
pAkt inh	i	x	x	i	i

# The list goes on; the last 3 above are carried over.
28: O=C(Nc1ccnn1C1CCN(CC2CC=CCC2)CC1)c1ccccc1 (stereo unspecified)
29: O=C(Nc1cccnc1)c1cc(-c2ccc(Cl)c(Cl)c2)on1
30: O=C(/C=C/Nc1ccc([N+](=O)[O-])cc1)c1ccc(Br)cc1
31: Cc1ccc(S(=O)(=O)N2CCCc3ccccc32)cc1
32: C=CCN(CC=C)C(=O)Nc1cc(Cl)ccc1OC
33: CCN1CCN(C(=O)NC(c2ccc(C)c(F)c2)C(Cl)Cl)CC1 (stereo unspecified)
34: O=C(Cc1cccs1)N1CCN(c2nc(-c3ccc(Cl)cc3)cs2)CC1
35: NNC(=S)Nc1ccc(C(F)(F)F)cc1Cl
Compound	28	29	30	31	32	33	34	35
PTHR1 ag	24%	-17%	i	-51%[inhibitor]	i	-7%	i	-26%
TDP43 rescue	-12%	6%	18%	20%	-4%	-12%	29%	14%
Abeta rescue	-15%	-16%	24%	3%	-22%	0%	26%	u
FUS yeast rescue	1%	13%	-26%	-13%	13%	-9%	31%	-23%
GLP1R inv ag	u	11%	23%	u	0%	-23%	0%	u
GLP1R ag	-5%	11%	-9%	8%	0%	1%	9%	-6%
DRD3 antagonist	0	6	20	-24	11	u	53	-6
aSyn rescue	-9%	-6%	-6%	16%	1%	0%	14%	-2%
pAkt inh	x	i	i	i	x	i	i	i

36: COc1ccc(Nc2c(-c3ccc(Cl)cc3)nc3cnccn23)cc1OC
37: CC(C)Sc1nc2ccc(Br)cc2[nH]1
38: CCOC(=O)c1c(C)[nH]c(N=Nc2cc(C(=O)O)cc(C(=O)O)c2)c1C
39: CC(C)(C)c1ccc(-c2noc(CCC(N)=O)n2)cc1
40: COc1ccccc1NC(=O)c1sc2ncn(Cc3cccc4ccccc34)c(=O)c2c1C
Compound	36	37	38	39	40
PTHR1 ag	-5%	i	-6%	i	-47%[inhibitor]
TDP43 rescue	25%	-6%[9.22 µM]	-6%	u	14%
Abeta rescue	-9%	-5%	-1%	0%	7%
FUS yeast rescue	35%	8%	u	16%	0%
GLP1R inv ag	-16%	13%	6%	-7%	15%
GLP1R ag	2%	21%	-1%	2%	-23%
DRD3 antagonist	x	12	-12	12	2
aSyn rescue	x	1%	6%	6%	3%
pAkt inh	x	i	i	i	i

41: CC1CCN(C(=O)Cn2c(=O)c3cccn3c3ccccc32)CC1
42: Cc1noc(C)c1C(=O)Nc1nc2ccc(F)cc2s1
43: CC(NC(=O)c1cc2c(=O)n3ccccc3nc2n(C(C)C)c1=N)c1ccccc1 (stereo unspecified)
44: O=C(Nc1cccc(Cl)c1)N(CCN1CCOCC1)Cc1cccc(Cl)c1
45: CS(=O)(=O)n1nc(NCc2cccs2)nc1NCc1cccs1
46: COCCN1CCN(Cc2cn(C)nc2-c2cccc(Cl)c2)CC1
47: Cn1c(CN2CCN(C(=O)c3ccco3)CC2)nc2cc([N+](=O)[O-])ccc21
Compound	41	42	43	44	45	46	47
PTHR1 ag	u	-16%	-1%	-33%[inhibitor]	-10%	-23%	-18%
TDP43 rescue	-12%	6%	9%	-17%	-1%	11%[9.22 µM]	16%
Abeta rescue	8%	-20%	1%	8%	23%	-14%	1%
FUS yeast rescue	18%	10%	-12%	-11%	8%	26%	x
GLP1R inv ag	1%	-11%	1%	u	21%	-22%[7.66 µM]	11%
GLP1R ag	-3%	3%	x	5%	15%	7%	-5%
DRD3 antagonist	-20	3	x	u	-20	-1	10
aSyn rescue	19%	2%	x	-33%[inhibitor]	7%	-8%	10%
pAkt inh	i	i	x	i	i	i	i
